Screening data (PubChem BioAssay)
MITF act – increases MITF-driven TRPM1 promoter luciferase signal; SK-MEL-5 TRPM1-promoter luciferase, 24 h; % of positive control, neutral wells = 0; activation, % at 12.5 µM; 300,000 compounds, 0.75% hits;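 active means mean activation of at least 80% with every replicate also reaching 80%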;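 further: 0% = neutral control wells and 100% = parthenolide positive control wells; values of inactives mirror those of a sister screen read the other way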
CDK5 p35 inh – CDK5/p35 (human) kinase inhibition; AID 488839; 330,000 compounds, 0.01% hits; Recombinant CDK5/p35, ADP-Glo luminescence, 60 min; Q00535+Q15078; inhibition, % at 10 µM;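 active means highest replicate inhibition of at least 50% and at least 75% of replicates reaching 50%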;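 further: plate controls were DMSO neutral control for no effect and GW8510 at 10 µM for full effect; many of its hits are not listed in these tables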
HTR5A ag ctr – HTR5A agonism, opioid heterodimer counter-screen; P47898; HTR5A agonist assay, luminescence, cell-based; activation, % at 9.3 µM; 340,000 compounds, 0.61% hits; in the data active means activation mostly above about 9.5%, no sharp cut-off; inactive means mostly below about 7.6%;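 further: 0% = cells with vehicle only and 100% = reference agonist; strong numbers were not always called active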
Target sequence (P47898 whole entry, looked up): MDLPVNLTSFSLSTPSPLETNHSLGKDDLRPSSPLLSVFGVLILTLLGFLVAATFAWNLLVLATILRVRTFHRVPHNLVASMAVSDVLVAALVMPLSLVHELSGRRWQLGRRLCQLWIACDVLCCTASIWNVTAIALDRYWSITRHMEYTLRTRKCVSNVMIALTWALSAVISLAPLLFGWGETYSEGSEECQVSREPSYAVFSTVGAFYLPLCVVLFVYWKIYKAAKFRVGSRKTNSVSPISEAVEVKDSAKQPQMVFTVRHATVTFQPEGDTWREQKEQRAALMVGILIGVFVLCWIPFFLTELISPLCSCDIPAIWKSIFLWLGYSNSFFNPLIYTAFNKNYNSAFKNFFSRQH
V-ATPase pHluor – alters yeast V-ATPase proton transport; 350,000 compounds, 0.37% hits; AID 504577; S. cerevisiae, pHLuorin cytosolic pH fluorescence; response, % at 10 µM; in the data active means response mostly above about 7.3%, no sharp cut-off; inactive means mostly below about 5.4%; further: actives read high; inactives centre near 0; some compounds called inactive have numbers as strong as hits; reference of the scale not given here
PvdQ acylase – blocks Pseudomonas aeruginosa PvdQ acylase activity; AID 488965; purified PvdQ acylase, fluorescence plate reader; inhibition, % at 10 µM; 340,000 compounds, 0.063% hits; in the data active means inhibition above about 30%, passing the limit was not always enough;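 further: 0% = vehicle neutral wells and 100% = reference inhibitor wells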
SR-BI HDL uptake – inhibitors of mouse SR-BI mediated HDL lipid uptake; Q61009; ldlA[mSR-BI] CHO cells, DiI-HDL uptake fluorescence, 3 h; 320,000 compounds, 0.96% hits; inhibition, % at 12.5 µM;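 active means mean replicate inhibition of at least 70% and a set share of replicates each scoring 70 or more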;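 further: 0% = median of neutral control wells and 100% = median of positive control wells; values of inactives mirror those of a sister screen read the other way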
Target sequence (Q61009 whole entry, looked up): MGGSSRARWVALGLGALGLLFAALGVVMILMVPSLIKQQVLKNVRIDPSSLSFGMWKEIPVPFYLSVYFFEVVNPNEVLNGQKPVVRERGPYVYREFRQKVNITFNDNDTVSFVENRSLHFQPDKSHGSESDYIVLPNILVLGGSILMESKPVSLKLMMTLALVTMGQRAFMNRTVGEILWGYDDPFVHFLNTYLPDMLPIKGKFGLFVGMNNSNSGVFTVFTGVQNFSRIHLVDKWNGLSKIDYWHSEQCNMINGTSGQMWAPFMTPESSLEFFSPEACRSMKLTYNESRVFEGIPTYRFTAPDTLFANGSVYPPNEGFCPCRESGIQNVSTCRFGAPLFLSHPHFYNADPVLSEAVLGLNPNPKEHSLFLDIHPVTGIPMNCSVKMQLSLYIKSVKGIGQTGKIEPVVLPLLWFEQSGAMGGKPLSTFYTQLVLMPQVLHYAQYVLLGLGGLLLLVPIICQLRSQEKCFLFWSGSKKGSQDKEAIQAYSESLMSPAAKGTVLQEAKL
NSD2 inh – blocks human histone methyltransferase NSD2; 310,000 compounds, 0.54% hits; NSD2 peptide methylation, AlphaScreen, 120 min; inhibition, % at 12.5 µM; O96028; AID 743445; in the data active means inhibition above about 50%
HTR5A inv ctr – inverse agonist of human HTR5A in OPRM1-OPRD1 counter-screen | P47898 | HTR5A cell line, luminescence, inverse agonism | inhibition, % at 9.3 µM | 340,000 compounds, 0.083% hits; in the data active means inhibition mostly above about 23%, no sharp cut-off; inactive means mostly below about 18%;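 further: 0% = cells with DMSO and 100% = no-cell wells with DMSO; some compounds called inactive have numbers as strong as hits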
Wnt act – activators of Wnt/beta-catenin signaling. AID 743398. 300,000 compounds, 1.2% hits. Wnt/beta-catenin reporter cell assay, activator, plate reader. activation, % at 9.35 µM; in the data active means activation above about 30%, passing the limit was not always enough;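 further: 0% = neutral control wells and 100% = positive control wells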
dFosB activator – activators of mouse delta FosB homodimer; purified delta FosB, TAMRA-CDK5 oligo fluorescence polarization; percent of positive-control signal above neutral wells; 340,000 compounds, 0.99% hits; P13346; activation, % at 25 µM;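 active means mean activation above about 17%, with every replicate also reaching it, limit read from the data, passing the limit was not always enough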;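 further: fluorescence polarization rise as delta FosB binds a TAMRA Cdk5 AP-1 oligo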
* marks the source's active call; other numbers are inactive results; x = no result given. Outcome played no part in choosing rows; 5% or so of the library scored in one or more.

SMILES	MITF act	CDK5 p35 inh	HTR5A ag ctr	V-ATPase pHluor	PvdQ acylase	SR-BI HDL uptake	NSD2 inh	HTR5A inv ctr	Wnt act	dFosB activator
CC(=O)NC(Cc1ccccc1)C(=O)OCC(=O)c1ccc(Br)cc1 (centres undefined)	-10	2.2	-6	-4	-7	-19	x	15	x	-3
CCn1c2ccccc2c2cc(NS(=O)(=O)c3ccccc3C)ccc21	-16	-0.2	2	-3	-3	31	2	-20	x	-8
O=C(NC(=S)Nc1ccccc1N1CCCCC1)c1ccc(F)cc1Cl	34	-0.1	0	-4	0	46	-1	-12	-2	-3
CN(C)S(=O)(=O)c1cccc(NC(=O)CN2C(=O)NC(CCc3ccccc3)C2=O)c1 (centres undefined)	6	-2.6	-5	1	-11	0	1	12	0	-13
O=C(O)c1cccc([N+](=O)[O-])c1C(=O)Nc1cccc2ccccc12	-9	0.5	0	0	-9	2	8	0	1	-9
O=C(NCc1ccco1)c1cccn2c(=O)c3sccc3nc12	x	0.2	-3	8	-11	-9	5	-21	-2	-45
O=C1C=C(c2ccccc2)CC(c2cccs2)C1n1cnc([N+](=O)[O-])c1 (centres undefined)	-1	0.3	7	1	-17	22	3	-18	x	-10
O=c1[nH]c2ccccc2n2c(C(F)(F)F)nnc12	-13	-1.3	1	0	-18	-6	-3	-2	1	0
Fc1ccc(-c2nc3c(-c4ccc(F)cc4)cnn3cc2CCN2CCOCC2)cc1	1	0.2	-2	-3	5	5	-4	5	-2	-2
COCC(=O)Nc1ccc(S(=O)(=O)Nc2nccs2)cc1	-3	0.2	3	-4	-9	-18	4	-71	-2	0
CCOC(=O)C1=C(C(=O)OCC)N(CC2CCCCC2)CCC1=O	3	-5.3	1	0	-6	-15	x	-3	-2	-3
CCOC(=O)c1ccc(NC(=O)CN(C)S(=O)(=O)c2ccc(OC)cc2)cc1	-1	1.5	2	-2	-14	20	-2	-11	x	-1
CC(=O)Nc1ccc(N2C(C(C)=O)=NN(c3ccccc3)C2c2cccs2)cc1 (centres undefined)	-13	-1.5	-1	3	-11	-34	0	-10	x	1
c1cnc2c(C3NCCc4c3[nH]c3ccccc43)cccc2c1 (centres undefined)	-16	-1.7	1	-3	-2	0	x	29	x	1
CC1CCN(CCCOc2ccc(OCc3ccccc3)cc2)CC1	46	-2.0	0	-3	-4	4	-1	23	x	-1
CCCn1c(=O)c(C(=O)Nc2cc(C)ccn2)c(O)c2ccccc21	x	1.0	2	2	-3	-12	0	-8	2	-6
O=C(Nc1ccc(F)c(F)c1)C1CCCN(S(=O)(=O)c2cccc3nonc23)C1 (centres undefined)	5	-0.6	0	0	5	x	0	-1	-4	-2
O=C(NCCc1ccc(F)cc1)c1ccc([N+](=O)[O-])cc1	52	-2.6	-3	2	-9	x	x	8	11	-15
COc1ccc(Br)cc1CN1CCSCC1	x	0.2	-1	4	-7	x	6	3	0	-2
CCn1nnc(-c2ccccc2NS(=O)(=O)c2ccc(C(=O)OC)cc2)n1	0	-0.5	-3	5	-14	0	-3	-27	-16	-8
O=C(O)C1CCCCC1C(=O)NCCc1ccc(Cl)cc1 (centres undefined)	2	-0.3	3	-1	-11	18	-3	-5	x	8
CCC(C(=O)Nc1ncn[nH]1)(C(F)(F)F)C(F)(F)F	6	-1.2	18*	3	4	13	x	-12	x	-1
Cc1nn(C(C)C)c(C)c1CN1CCCC(CCC(=O)NCc2ccccc2F)C1 (centres undefined)	16	-5.7	-1	1	-7	-12	1	1	-1	-10
Cc1nn(C)cc1C(C(=O)NC1CCCCC1)N(C(=O)Cc1cccs1)c1ccc(C(C)C)cc1 (centres undefined)	9	-1.2	-1	0	-12	-4	27	1	x	-5
CC(C)OCCCNc1nc(Cl)nc2c1cnn2C	-3	-1.0	-1	0	1	-7	1	6	0	6
O=C(N/N=C/c1ccc(-c2cccc([N+](=O)[O-])c2)o1)c1ccc([N+](=O)[O-])cc1	1	1.3	7	0	7	82*	1	-16	0	-7
CC(=O)Nc1nc2ccccc2n1Cc1ccccc1	1	0.6	-1	3	-6	-6	0	-17	4	-9
Cc1ccc(S(=O)(=O)N2CCN(CC(=O)N/N=C\c3cccnc3)CC2)cc1	6	2.1	2	3	16	-4	0	3	x	-3
COC(=O)c1cc(NC(=O)c2cc(-c3ccc(Cl)cc3)oc2C(F)(F)F)ccc1N1CCOCC1	0	-0.2	-1	1	-17	68	-2	2	-2	-13
Cc1c2c(=O)n(-c3nc4ccccc4s3)nc-2cc(O)n1Cc1ccccc1	-46	-1.2	6	6	5	16	-2	-25	x	-12
O=C(Cn1cccc1C(=O)c1ccccc1)NCc1ccccc1	x	-6.0	1	-3	-14	-15	-1	7	10	4
O=C(O)CC(CNS(=O)(=O)c1cccc2nsnc12)c1ccccc1 (centres undefined)	1	1.2	x	1	8	0	0	x	0	-5
CCC1=C(OC(=O)N(CC)CC)N2C(=O)OC(=NCC(=O)OC)[C@]2(Cc2ccccc2)[C@H]2C1=CC[C@H]1C(=O)NC(=O)[C@H]12	12	0.7	1	-2	8	13	x	-12	0	0
CC#CCN1c2ccccc2[C@]23C[C@@H](C(=O)OC)N(C(=O)NC4CCCCC4)C2=NC(C(=O)OC)=C(C(=O)OC)[C@H]13	5	0.3	11	1	-6	1	x	-30	-4	-8
NC(=S)N/N=C\c1ccc(-c2cccc(Cl)c2Cl)o1	-11	2.6	0	-2	16	79*	-2	1	x	0
Cc1[nH]c(=O)[nH]c(=O)c1NC(=O)CSc1ncccc1-c1nc2ccccc2[nH]1	4	-0.3	4	-1	-11	3	2	-27	-5	2

Some of the entries so far, bar-delimited:
SMILES | MITF act | CDK5 p35 inh | HTR5A ag ctr | V-ATPase pHluor | PvdQ acylase | SR-BI HDL uptake | NSD2 inh | HTR5A inv ctr | Wnt act | dFosB activator
CCC(C(=O)Nc1ncn[nH]1)(C(F)(F)F)C(F)(F)F | 6 | -1.2 | 18* | 3 | 4 | 13 | x | -12 | x | -1
Cc1nn(C(C)C)c(C)c1CN1CCCC(CCC(=O)NCc2ccccc2F)C1 (centres undefined) | 16 | -5.7 | -1 | 1 | -7 | -12 | 1 | 1 | -1 | -10
Cc1nn(C)cc1C(C(=O)NC1CCCCC1)N(C(=O)Cc1cccs1)c1ccc(C(C)C)cc1 (centres undefined) | 9 | -1.2 | -1 | 0 | -12 | -4 | 27 | 1 | x | -5
CC(C)OCCCNc1nc(Cl)nc2c1cnn2C | -3 | -1.0 | -1 | 0 | 1 | -7 | 1 | 6 | 0 | 6
O=C(N/N=C/c1ccc(-c2cccc([N+](=O)[O-])c2)o1)c1ccc([N+](=O)[O-])cc1 | 1 | 1.3 | 7 | 0 | 7 | 82* | 1 | -16 | 0 | -7
CC(=O)Nc1nc2ccccc2n1Cc1ccccc1 | 1 | 0.6 | -1 | 3 | -6 | -6 | 0 | -17 | 4 | -9
Cc1ccc(S(=O)(=O)N2CCN(CC(=O)N/N=C\c3cccnc3)CC2)cc1 | 6 | 2.1 | 2 | 3 | 16 | -4 | 0 | 3 | x | -3
COC(=O)c1cc(NC(=O)c2cc(-c3ccc(Cl)cc3)oc2C(F)(F)F)ccc1N1CCOCC1 | 0 | -0.2 | -1 | 1 | -17 | 68 | -2 | 2 | -2 | -13
Cc1c2c(=O)n(-c3nc4ccccc4s3)nc-2cc(O)n1Cc1ccccc1 | -46 | -1.2 | 6 | 6 | 5 | 16 | -2 | -25 | x | -12
O=C(Cn1cccc1C(=O)c1ccccc1)NCc1ccccc1 | x | -6.0 | 1 | -3 | -14 | -15 | -1 | 7 | 10 | 4
O=C(O)CC(CNS(=O)(=O)c1cccc2nsnc12)c1ccccc1 (centres undefined) | 1 | 1.2 | x | 1 | 8 | 0 | 0 | x | 0 | -5
CCC1=C(OC(=O)N(CC)CC)N2C(=O)OC(=NCC(=O)OC)[C@]2(Cc2ccccc2)[C@H]2C1=CC[C@H]1C(=O)NC(=O)[C@H]12 | 12 | 0.7 | 1 | -2 | 8 | 13 | x | -12 | 0 | 0
CC#CCN1c2ccccc2[C@]23C[C@@H](C(=O)OC)N(C(=O)NC4CCCCC4)C2=NC(C(=O)OC)=C(C(=O)OC)[C@H]13 | 5 | 0.3 | 11 | 1 | -6 | 1 | x | -30 | -4 | -8
NC(=S)N/N=C\c1ccc(-c2cccc(Cl)c2Cl)o1 | -11 | 2.6 | 0 | -2 | 16 | 79* | -2 | 1 | x | 0
Cc1[nH]c(=O)[nH]c(=O)c1NC(=O)CSc1ncccc1-c1nc2ccccc2[nH]1 | 4 | -0.3 | 4 | -1 | -11 | 3 | 2 | -27 | -5 | 2

New compounds follow.
SMILES	MITF act	CDK5 p35 inh	HTR5A ag ctr	V-ATPase pHluor	PvdQ acylase	SR-BI HDL uptake	NSD2 inh	HTR5A inv ctr	Wnt act	dFosB activator
N=c1sccn1CC(=O)Nc1cc(S(=O)(=O)N2CCCC2)ccc1Cl	6	0.5	1	0	-12	-18	7	29	-1	x
COc1ccccc1CNC(=O)C1Cc2cc(S(=O)(=O)N3CCCC3)ccc2N1C(C)=O (centres undefined)	5	-3.5	2	0	-3	2	-6	-8	3	-3
CCc1nnc(SCC(=O)Nc2ccc(N3CCOCC3)cc2)o1	0	-1.2	5	-5	-3	2	4	-18	-2	3
COc1ccc(NC(=O)N(CCc2ccccc2)Cc2cc3c(C)cc(C)cc3[nH]c2=O)cc1	13	0.3	-1	-2	0	27	-1	3	0	-3
O=C(Nc1ccc(S(=O)(=O)C(F)F)cc1)c1ccc2c(=O)n3c(nc2c1)CCC3	-16	-1.9	-2	2	-4	53	0	7	-1	-15
NNC(=O)c1cc(C23CC4CC(CC(C4)C2)C3)[nH]n1	x	1.6	3	-2	-12	8	-6	-13	-1	0
CC(C)(C)NS(=O)(=O)c1ccc(NC(=O)Cc2ccccc2[N+](=O)[O-])cc1	-6	-3.7	2	3	9	27	-4	-21	-1	-3
CCOC(=O)c1cc2c(ccc3nc(C)c(C)c32)[nH]c1C	22	-0.4	2	2	-5	57	-1	-8	1	-13
Clc1cccc(Cl)c1/C=N\Nc1nccs1	-5	0.4	-2	0	-5	9	8	6	x	-7
O=C1NCC(=O)N(Cc2ccccc2)/C1=C/c1ccccc1	5	1.5	1	1	-8	-10	1	-3	-4	1
NC(=O)c1ccsc1NC(=O)COC(=O)c1cnccn1	-7	-0.2	6	4	11	-24	-1	-2	-1	-7
Cc1ccc(SCC(=O)Nc2c(Br)cnn2C)cc1	0	0.9	-3	-4	-10	-33	-3	17	-4	-2
CCC(=O)Nc1c(C(=O)Nc2cccc(OC)c2)oc2ccccc12	74	-0.9	3	-2	5	28	-1	-45	x	-21
Nc1nc(N)nc(-c2ccccc2-c2nc(N)nc(N)n2)n1	8	1.7	1	1	-28	-1	-2	-4	2	-4
CCCC1(C(=O)OCC)NC(c2ccco2)C2C(=O)N(C)C(=O)C21 (centres undefined)	-5	-0.1	2	-1	5	14	-1	-6	0	1
COc1ccc(OC)c(C2=Nn3c(nnc3-c3cc(OC)c(OC)c(OC)c3)SC2)c1	-7	-0.3	-2	-1	-8	67	-1	-42	x	-18
CCOCCCn1c(SCC(=O)Nc2ccc3[nH]c(=O)[nH]c3c2)nc2ccccc2c1=O	11	-1.4	-2	-2	2	6	0	5	-3	-4
CCOC(=O)c1ccc(NC(=O)CSc2nnc(-c3cccs3)n2C)cc1	6	0.0	4	1	8	5	-4	-7	x	-13
Cc1c(O)ccc2c3c(c(=O)oc12)CCCC3	x	1.6	-3	2	-3	-1	-4	11	0	-3
O=[N+]([O-])c1cc(C(F)(F)F)ccc1NCCc1ccncc1	1	-1.3	1	-1	11	-8	-3	-3	-1	-5
Cn1nc(C(=O)NCc2ccc(F)cc2)c2ccccc2c1=O	5	0.0	2	-7	1	4	2	-8	x	-2
